LAP4-GFP MLPCN – yeast TOR pathway LAP4-GFP modulation; S. cerevisiae LAP4-GFP multiplex, flow cytometry GFP, 3 h; median GFP as percent of DMSO wells; AID 2023; 320,000 compounds, 0.34% hits; GFP response vs DMSO, % at 10 µM;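 active means GFP response vs DMSO above a set limit, about the screen mean plus 3 SD, cut at about 150% in these data; inconclusive means under 70 cell events counted for the yeast strain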
RPL19A TOR yeast – alters RPL19A-GFP fluorescence in TOR pathway yeast screen | 330,000 compounds, 0.3% hits | percent response vs DMSO, % at 10 µM | S. cerevisiae RPL19A-GFP strain, flow cytometry, 3 h; stronger effect = lower value | AID 2025;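 active means percent response vs DMSO below 50%; inconclusive means fewer than 70 events counted for the yeast strain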;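 further: median channel GFP fluorescence of the barcoded RPL19A-GFP strain; ratio of sample median GFP to plate DMSO average so 100% = DMSO; lower means less RPL19A-GFP as with rapamycin TOR inhibition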
AGP1-GFP MLPCN – alters AGP1-GFP fluorescence in TOR pathway yeast screen; S. cerevisiae AGP1-GFP multiplex flow cytometry, 3 h; GFP as percent of DMSO wells; GFP response vs DMSO, % at 10 µM; 320,000 compounds, 0.02% hits;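 active means GFP response relative to DMSO above a set limit, near screen average plus 3 SD, cut at about 150% in these data; inconclusive means fewer than 70 cells counted for the yeast strain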;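 further: median GFP channel fluorescence of the gated AGP1 strain per well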
Yeast superoxide – lowers age-related superoxide in aged yeast cells; superoxide response (% of plate mean), % at 10 µM; S. cerevisiae aged cells, superoxide DHE fluorescence; stronger effect = lower value; 330,000 compounds, 0.18% hits;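 active means superoxide response under a set limit, about three screen SD below normal, cut at about 65% in these data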;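 further: yeast aged for seven days with compound at 30 °C before DHE staining; 100% = average MFI of all compound-treated wells on the plate with controls excluded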
CIT2 TOR yeast – alters CIT2-GFP fluorescence in TOR pathway yeast screen. S. cerevisiae CIT2-GFP strain, flow cytometry, 3 h; 100 means same as DMSO wells. GFP response vs DMSO, % at 10 µM. 320,000 compounds, 0.065% hits. AID 2029;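 active means GFP response relative to DMSO above a set limit, near the screen mean plus 3 SD, cut at about 150% in these data; inconclusive means Fewer than 70 cells measured for a yeast strain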;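 further: ratio of well median GFP fluorescence to mean of DMSO wells on the plate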
Efflux pump mplx – inhibitors of Candida antifungal efflux pumps expressed in yeast; S. cerevisiae Candida pump triplex, Nile Red efflux; inhibition, % at 10 µM; 330,000 compounds, 0.44% hits;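 active means plate passing quality check with inhibition over a set limit, or well fluorescence over plate mean plus 4 SD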;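 further: Nile Red retained in pooled yeast measured as flow cytometry median fluorescence; 0% = buffer negative control and 100% = Enniatin B positive control; higher means more Nile Red kept so more efflux inhibition; some compounds called inactive have numbers as strong as hits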
MEP2 TOR yeast – modulators of TOR pathway MEP2-GFP in S. cerevisiae | S. cerevisiae MEP2-GFP strain, flow cytometry GFP, 3 h; 100% = DMSO control level | GFP response vs DMSO, % at 10 µM | 330,000 compounds, 0.51% hits | AID 2016;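 active means GFP response versus DMSO above a set limit, roughly screen mean plus 3 SD, cut at about 180% in these data; inconclusive means fewer than 70 cells counted for a yeast strain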;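 further: median GFP fluorescence of the barcode-gated MEP2-GFP cells per well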
AHR activator – activators of human aryl hydrocarbon receptor; 320,000 compounds, 2.5% hits; activation, % at 5 µM; AHR-responsive luciferase reporter cells, luminescence; in the data active means activation above about 47%;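 further: 0% = vehicle wells and 100% = reference agonist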
Target sequence (P35869 whole entry, looked up): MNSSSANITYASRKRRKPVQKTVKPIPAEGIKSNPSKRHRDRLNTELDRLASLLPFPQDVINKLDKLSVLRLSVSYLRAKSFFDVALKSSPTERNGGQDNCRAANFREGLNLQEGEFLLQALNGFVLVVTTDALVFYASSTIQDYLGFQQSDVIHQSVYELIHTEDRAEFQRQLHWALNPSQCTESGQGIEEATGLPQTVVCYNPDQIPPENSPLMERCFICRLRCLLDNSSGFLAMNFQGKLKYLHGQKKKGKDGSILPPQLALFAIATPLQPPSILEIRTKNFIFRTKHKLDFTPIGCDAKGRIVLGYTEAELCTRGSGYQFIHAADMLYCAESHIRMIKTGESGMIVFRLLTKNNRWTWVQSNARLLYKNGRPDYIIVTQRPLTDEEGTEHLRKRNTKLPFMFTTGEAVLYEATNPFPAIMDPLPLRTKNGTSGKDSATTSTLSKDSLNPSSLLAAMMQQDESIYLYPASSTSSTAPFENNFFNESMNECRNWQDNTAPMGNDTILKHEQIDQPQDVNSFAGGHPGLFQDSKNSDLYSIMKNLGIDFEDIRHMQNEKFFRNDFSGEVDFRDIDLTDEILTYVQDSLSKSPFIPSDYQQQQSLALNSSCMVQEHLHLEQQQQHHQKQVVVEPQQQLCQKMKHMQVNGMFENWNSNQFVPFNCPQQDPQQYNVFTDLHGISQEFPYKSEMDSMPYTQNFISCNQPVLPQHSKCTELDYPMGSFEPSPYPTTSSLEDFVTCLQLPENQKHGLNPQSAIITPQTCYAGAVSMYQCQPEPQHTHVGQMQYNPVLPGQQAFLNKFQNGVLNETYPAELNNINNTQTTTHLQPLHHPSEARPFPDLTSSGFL
An asterisk follows results filed as active; ? = inconclusive; nt = not tested or not shown; [ ] = dose if it differs, or a comment.

SMILES	LAP4-GFP MLPCN	RPL19A TOR yeast	AGP1-GFP MLPCN	Yeast superoxide	CIT2 TOR yeast	Efflux pump mplx	MEP2 TOR yeast	AHR activator
CCC(CC)C1=NN2C(=N)/C(=C\c3cc(C)n(-c4cccc(C)c4)c3C)C(=O)N=C2S1	87	102	96	95	118	0.0	80	-4
Cc1ccc(C(=O)NCCSC(C)(C)C)cc1	92	96	86	94	86	0.0	88	10
CC1CCN(C(=O)CSc2nnc(-c3ccccc3F)o2)CC1	101	104	93	97	94	0.2	100	0
COc1ccc(CNc2oc(-c3cccc4ccccc34)nc2P(=O)(OC)OC)cc1	95	94	98	89	89	0.0	80	14
COCc1cccc(C2=CC(=O)C[C@H](c3ccc(F)cc3)C2)c1	105	104	94	127	95	0.1	98	1
COCCn1c(SCC(=O)Nc2cc(C)on2)nnc1-c1c[nH]c2ccccc12	111	103	107	93	106	-0.1	100	1
CCCN(Cc1nnc(-c2ccccc2Cl)o1)C(=O)c1cc2ccccc2o1	109	99	101	102	98	0.3	99	1
COC(=O)C1C(c2ccc(Br)cc2)Nc2nnc(C(F)(F)F)n2C1(C)O (configuration not stated)	103	102	95	116	78	0.1	85	35
C(=C\c1nc(-c2cccnc2)no1)/c1ccccc1	110	96	94	100	88	-0.1	95	5
COc1ccc(C(=O)NNC(=S)NC(=O)c2cccs2)cc1	133	105	125	141	102	0.1	111	5
O=c1[nH]c(/C=C\c2cccc(F)c2)nc(O)c1[N+](=O)[O-]	90	102	102	100	104	0.1	107	1
CN1CCN(C(=O)C2CCN(S(=O)(=O)c3cnc[nH]3)CC2)CC1	93	104	105	110	nt	-0.1	98	-1
O=C(Nc1ccccc1)C(Cl)C(=O)c1ccccc1 (configuration not stated)	130	101	86	91	93	0.4	97	28
COc1ccc(OC)c(/C=C2\Oc3cc(OCC(=O)N4CCC(C(=O)O)CC4)ccc3C2=O)c1	103	100	107	88	103	-0.1	109	0
COc1ccc(CCNC(=O)C2CCCN2C(=O)Nc2ccc(C)cc2)cc1OC (configuration not stated)	100	109	105	93	102	0.4	109	1
COc1ccc(C(=O)c2cnc(C(C)C)n2C)cc1	100	98	107	99	93	-0.1	100	-2
O=C(CCn1[nH]c(=O)c2ccccc2c1=O)NCCO	97	97	93	113	96	0.0	99	6
O=C(CSc1nnc(-c2ccco2)o1)c1ccccc1	101	102	107	92	105	0.1	100	-1
COC(=O)[C@H]1C[C@@H]1[C@H](NC(=O)c1ccccc1)c1ccccc1	106	96	82	98	109	-0.1	90	3
Clc1cc(Cl)c(Cl)cc1Cl	83[may fluoresce violet]	88[may fluoresce violet]	85[may fluoresce violet]	104	?	-0.1	83[may fluoresce violet]	-1
O=S(=O)(c1ccccc1Cl)N1CCC(O)(c2ccc3c(c2)OCO3)CC1	99	95	95	102	92	-0.1	97	4
CC(=O)c1ccc(-n2nncc2C)cc1	96	96	99	102	108	0.0	95	-3
COc1ccc(/C=C/C(=O)NCC(=O)N/N=C(/CCC(=O)O)c2ccccc2)cc1	101	99	96	101	94	0.1	99	0
COc1cccc(/C=N/NC(=O)c2ccncc2)c1OC(=O)c1ccc(Br)cc1	78[may fluoresce violet]	17*[may fluoresce violet]	?	76	?	-0.1	122[may fluoresce violet]	3
CCOP(=O)(OCC)C(Nc1cccc(C(F)(F)F)c1)c1ccc(F)cc1 (configuration not stated)	101	103	100	91	101	0.0	101	3
Next compounds.
SMILES	LAP4-GFP MLPCN	RPL19A TOR yeast	AGP1-GFP MLPCN	Yeast superoxide	CIT2 TOR yeast	Efflux pump mplx	MEP2 TOR yeast	AHR activator
Cc1c(C(=O)NN2CCOCC2)cccc1[N+](=O)[O-]	110	110	112	102	102	0.1	107	-4
CC(C)S(=O)(=O)c1nsc2nc(=O)c(/C=C3\C=Nc4ccccc43)c(N)n12	106	95	97	109	90	-0.1	98	3
CN=c1sc2ccccc2n1CC(O)COCc1ccco1 (configuration not stated)	107	103	108	92	105	-0.1	117	11
CSCCC(=O)NC1CC(C)(C)Cc2c1cnn2-c1ccccc1C (configuration not stated)	72	92	12	92	91	0.0	97	-3
CC1CCCC2(C1)NC(=S)N(c1ccccc1)N2 (configuration not stated)	88	105	99	107	120	-0.2	106	28
Cc1c(-c2cccc(NC(=O)c3cccs3)c2)nc2ncccn12	?	?	?	115	?	0.6	?	18
COc1ccc([N+](=O)[O-])cc1/C=N/Nc1nn[nH]n1	95	94	99	95	94	-0.1	98	0
COC(=O)c1ccc(N/C(=N/S(=O)(=O)c2ccccc2)c2ccccc2)cc1	82	104	88	106	108	0.2	96	-2
CC1Cc2ccccc2N1C(=O)CSc1nc2c(c(=O)n(C)c(=O)n2C)n1Cc1ccccc1 (configuration not stated)	104	98	101	108	99	0.0	106	0
Cc1ccc(NC(=O)CCS(=O)(=O)c2cccc3nonc23)cc1	105	95	103	96	95	-0.1	93	11
COC(=O)c1cc2c(-c3ccccc3)cc3ccccn3c-2c1C(=O)OC	90	92	90	109	91	0.5	95	11
Cc1ccc(Cl)cc1NS(=O)(=O)N1CCOCC1	99	105	101	nt	108	-0.1	103	0
CCOC(=O)N1CCC(C(N)=O)CC1	95	97	100	110	97	0.0	101	-1
C=CCOc1ccc(/C(CC)=N/O)c(OC)c1	90	100	104	96	95	-0.1	94	8
COc1ccc(/C(C)=N/OCC(=O)N=Nc2c(O)[nH]c3ccccc23)cc1	98	100	102	111	107	0.0	111	7
Nc1nnc(CC(=O)NCc2ccccc2)s1	103	100	101	91	102	0.1	106	-1
COc1cc(C)ccc1OCc1cc(C(=O)N2CCC(c3ccc(F)cc3)C2)no1 (configuration not stated)	91	102	98	118	103	0.1	88	17
COc1ccc(CCNC(=O)CN(c2ccc(C)cc2)S(=O)(=O)c2c(C)noc2C)cc1OC	114	104	104	101	91	0.0	103	8
CCCOc1ccc(C(=O)c2ccccc2C(=O)O)cc1OCCC	100	100	100	113	89	0.1	99	0
N#Cc1ccc(C(c2nnnn2CCc2ccccc2)N2CCCCCC2)cc1 (configuration not stated)	93	96	98	79	96	-0.1	94	-1
CN(CCO)c1ccc(-c2n[nH]c(=O)c3ccccc23)cc1[N+](=O)[O-]	96	111	105	100	103	0.1	115	nt
CCCCCCSc1ccc(-c2nc3ccc(C)cn3c2NC2CCCCC2)cc1	96	98	101	88	99	0.2	105	2
CCN(C(=O)CSc1nnnn1-c1ccc(Cl)cc1)C1CCS(=O)(=O)C1 (configuration not stated)	90	92	92	95	91	0.0	88	1
O=C(CSc1ccc(-c2ccccn2)nn1)N1CCCC1	102	101	103	103	103	-0.1	100	3
COc1ccccc1CN(Cc1cccnc1)S(=O)(=O)c1ccc(-n2cnnn2)c(OC)c1	103	103	99	105	111	-0.1	101	1
(list continues)
SMILES	LAP4-GFP MLPCN	RPL19A TOR yeast	AGP1-GFP MLPCN	Yeast superoxide	CIT2 TOR yeast	Efflux pump mplx	MEP2 TOR yeast	AHR activator
Cc1cc(O)c(CN(C)C)c2c1C(=O)/C(=C/c1ccco1)O2	99	104	99	113	116	0.2	110	3
Nc1nonc1C(=Nc1ccc(Br)cc1)NO	90	103	109	99	108	-0.1	106	66*
COc1ccc(S(=O)(=O)Nc2ccncc2)c(C)c1C	108	98	104	111	104	0.3	113	2
O=C(CCNS(=O)(=O)c1ccccc1)NCCSc1ccc(Br)cc1	83[may fluoresce violet]	92[may fluoresce violet]	22[may fluoresce violet]	117	?	-0.2	127[may fluoresce violet]	0
O=C(COC(=O)C1CC2C=CC1C2)Nc1ccc2c(c1)OC(F)(F)O2 (configuration not stated)	94	110	100	104	nt	-0.2	99	0
C/C(=N\NC(=O)C(C)Oc1ccc([N+](=O)[O-])cc1)c1ccccn1 (configuration not stated)	103	95	94	83	93	0.1	96	3
Cc1nnc(N(Cc2ccco2)C(=O)c2cccc(C#N)c2)s1	104	96	98	102	89	0.0	95	4
CC(=O)c1c(C)[nH]c(C(=O)Nc2ccc(Cl)c(S(=O)(=O)N(C)C)c2)c1C	95	93	80	97	97	0.0	90	81*
C=CC(C)Sc1nc2c(c(=O)n(C)c(=O)n2C)n1Cc1ccccc1Cl (configuration not stated)	91	94	93	108	100	-0.1	94	0
O=C(Nc1ccc(Br)cc1)c1ccco1	111	105	103	89	111	0.0	111	1
Cc1ccc(CCNC(=O)CCS(=O)(=O)c2ccc3c(c2)oc(=O)n3C)cc1	91[may fluoresce violet]	52[may fluoresce violet]	?	119	?	0.0	207*[may fluoresce violet]	0
Cn1c(=O)[nH]c2nnc(-c3ccc(Cl)c(Cl)c3)nc2c1=O	129	100	120	69	108	-0.1	108	112*
Cc1cc(C(=O)N/N=C/c2ccccc2[N+](=O)[O-])c(C)o1	103	86	93	99	79	0.0	88	12
Cc1cccc(C(=O)NCC(=O)N2CC(=O)Nc3ccccc32)c1	103	96	93	97	90	-0.1	88	8
S=C(Cc1ccc(Cl)cc1)N1CCOCC1	100	103	101	116	98	0.0	97	6
COc1cccc(C(=O)OCC(=O)c2c(N)n(C)c(=O)n(C)c2=O)c1	97	97	97	107	103	-0.1	97	-1
COc1ccc(NC(=O)C(NS(=O)(=O)c2ccc3c(c2)CCCN3C(C)=O)C(C)C)c(OC)c1 (configuration not stated)	105	107	108	102	112	-0.1	106	0
O=[N+]([O-])c1ccc(-n2ccnc2)cc1	113	98	113	111	107	0.0	97	2
Cc1c(C(=O)O)sc2nc3n(c(=O)c12)CCC3	87	90	92	105	95	0.1	94	0
CCc1ccc(C2NC(=S)NC3=C2C(=O)CC(C)(C)C3)cc1 (configuration not stated)	99	107	104	83	107	-0.4	101	1
COc1cccc(CC(=O)OCC(=O)NC(Cc2ccccc2)C(C)=O)c1 (configuration not stated)	98	91	99	83	91	0.0	92	2
COC(=O)c1ccc(CC(=O)c2nc3ccccc3s2)cc1	86	108	109	100	110	-0.3	100	24
CSc1ccccc1OCc1cc(C(=O)N(C)Cc2nonc2C)no1	93	105	96	100	105	0.0	107	19
COc1ccc(CNS(=O)(=O)c2ccc(F)c(C(=O)Nc3ccc(OC)cc3)c2)cc1	88	88	85	101	91	0.0	87	5
COc1ccc(CCNC(=O)C2CCN(S(=O)(=O)c3ccc4c(c3)oc(=O)n4C)CC2)cc1OC	99	99	101	97	100	-0.2	102	-2
Going on with the list:
SMILES	LAP4-GFP MLPCN	RPL19A TOR yeast	AGP1-GFP MLPCN	Yeast superoxide	CIT2 TOR yeast	Efflux pump mplx	MEP2 TOR yeast	AHR activator
Cc1cc(C)c(N(CC(=O)NCc2ccccc2)C(=O)c2csnn2)c(C)c1	90	96	80	112	98	0.3	98	0
O=C(O)[C@H](Cc1c[nH]c2ccccc12)Nc1ncccc1[N+](=O)[O-]	96	109	103	117	108	-0.1	108	26
COCCN(C(=O)c1ccccc1F)c1nnc(-c2ccc(OC)cc2)s1	102	94	97	92	96	-0.1	99	17
CCCc1nnc(NC(=O)CCC(=O)NCc2ccccc2)s1	102	101	107	84	101	-0.1	98	2
CCCCCCCCc1nc(SCC(C)=O)n[nH]1	110	108	116	95	104	0.0	100	0
COC(=O)c1ccccc1NC(=O)CSc1n[nH]c(-c2ccncc2)n1	91	101	86	99	97	-0.7	93	3
O=C(c1ccccc1)N1N=C(c2ccccc2)CC1c1cccs1 (configuration not stated)	92	98	90	86	89	0.0	96	1
COCCn1c(SC(C)C(=O)Nc2ccc(N3CCOCC3)cc2)nnc1-c1ccncc1 (configuration not stated)	100	97	107	103	100	0.0	101	-2
CCOC(=O)c1cc(C(C)C)sc1NC(=O)COC(=O)CCS(=O)(=O)c1ccccc1	95	94	85	123	91	0.5	97	1
COc1ccc2cc(CO)c(Cl)nc2c1	108	98	98	91	96	-0.1	102	1
CCCn1c(=O)c(F)cn(Cc2ccc(OC)c([N+](=O)[O-])c2)c1=O	98	101	100	100	99	0.0	101	11
